Source: PubChem
Ins promoter up = insulin promoter activators in MIN6 cells, imaging, high-content screening, mouse beta cells; 190,000 compounds, 0.3% hits; MIN6 insulin promoter-GFP reporter; hits give high values; z-score at 5 µM;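 active = z-score above 3 at 5 µM with at least 500 cells counted in the well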
Hep lipid drop = inhibitors of hepatocyte lipid droplet formation, primary screen, imaging, high-throughput imaging, BODIPY stain; AML12 mouse hepatocytes, oleate lipid droplets; inhibition, % at 6.5 µM; 240,000 compounds, 0.4% hits;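 active = lipid droplet intensity inhibited by at least 50%, with more than 500 cells counted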
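Assay system: AML12 mouse liver cells | Compound: 6.5 µM single-point dosing | Schedule: Overnight exposure | Technique: Fluorescence imaging, 20x objective, two fields per well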
WT yeast gro inh = growth inhibition of WT strain, primary screen, mitochondrial fusion inhibitor project, WT and mutant strains, chemical genetic; mitochondrial fusion phenotypic screen; inhibition, % at 10 µM; 190,000 compounds, 2.1% hits; in the data active = inhibition above about 58%; tested in S. cerevisiae
MT stabilizer = microtubule stabilizers in HeLa cells, primary screen, imaging, high-content imaging | HeLa tubulin immunostaining HCS, 24 h; share of cells brighter than vehicle mean+2SD | % tubulin-high responders, % at 10 µM | 200,000 compounds, 0.83% hits;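 active = plate Z-score above 3 for both tubulin-high and condensed-nucleus cell shares, with cell loss under 80%, at 10 µM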;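 note: anti alpha tubulin signal scored within the nucleus-defined area of each cell; some results filed as inactive read as strong as hits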
b-catenin transl = modulators of beta-catenin nuclear translocation, primary screen, imaging, HeLa cells, immunofluorescence, high-content; 190,000 compounds, 0.3% hits; AID 1665, 2009; nuclear translocation activity, % at 5 µM;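 active = nuclear translocation activity above 50% at 5 µM, with a well cell count of 50 or more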;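 note: per-cell ratio of nuclear to cytoplasmic median beta-catenin stain intensity; plate controls were DMSO negative control for no effect and GSK-3 inhibitor IX positive control for full effect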
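System: Human HeLa cells, endogenous beta-catenin | Compound dosing: 5 µM primary, 0.02–20 µM confirmation | Timing: 24 h compound exposure at 37°C, 5% CO2 | Measured by: Fluorescence imaging of beta-catenin antibody stain plus DAPI | Read-out basis: % activation of per-cell nuclear versus cytoplasmic median beta-catenin signal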
Myeloid diff MLP = induction of myeloid progenitor differentiation, primary screen, cell-based, flow cytometry, MLPCN library; calls only at 10 µM; ER-HoxA9 myeloid progenitors, lysozyme-GFP differentiation; 360,000 compounds, 1% hits; AID 624256, 2012;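 active = normalized GFP-positive differentiation at or above the plate's own cutoff, the solvent-only control mean plus 3 SD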;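 note: cells exposed to compound for four days before flow analysis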
T cell modulator = modulators of CD8 T cell-vesicle binding, primary screen, mouse 2C CD8+ T cells, flow cytometry; 2C CD8+ T cell-vesicle binding; hits give low values; calls only at 7 µM; 330,000 compounds, 0.068% hits;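 active = response, share of CD8 T cells binding vesicles, and their 90th percentile fluorescence all below set limits, cut at about 80% in these data, passing the limit was not always enough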
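Incubation: binding step 1.5 h, 37 °C, antibody labelling 20 min, ice; system: murine 2C transgenic CD8+ T lymphocytes; technique: cytometric PE anti-B7-1 and Alexa647 anti-CD8 signals after 1% paraformaldehyde fixation; also added: QL9-charged Drosophila Ld/ICAM-1/B7-1 vesicles; control set: naked versus QL9-loaded vesicles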
Autophagy HCS = autophagy modulators in MEF cells, primary screen, imaging, high-content, MEF GFP-LC3. MEF GFP-LC3 puncta imaging; test concentration mostly 10 µM. 190,000 compounds, 0.98% hits. calls only at 10 µM (by protocol). AID 463193, 2010;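 active = percentage of spot-positive cells more than 3 SD above its plate mean, without a fluorescence outlier flag or 80% toxicity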;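 note: spot-positive cell cutoff set from DMSO-treated cells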
West Nile virus CPE = West Nile virus antiviral activity, cell-based, CPE readout (AID 1621) | West Nile virus-infected cells, CPE inhibition; higher % means a stronger effect | CPE inhibition, % at 10 µM; hits with a dose series show IC50 in µM | 290,000 compounds, 0.02% hits; in the data active = a potency from the dose series; note: strong numbers were not always called active
WT yeast gro inh mutant strain = also measured in WT yeast gro inh; calls as there; inhibition, %; mitochondrial fusion phenotypic screen, mutant strain inhibition
Ins promoter up cell count = second read-out of Ins promoter up, no call of its own (marks repeat the call); cell count; measured here: cytotoxicity, nuclei count;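 total cells summed across four imaged fields per well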
Hep lipid drop cells 6.5 µM = second read-out of Hep lipid drop, no call of its own (marks repeat the call); cell count; measured here: cell count, cytotoxicity flag;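 cells counted across two imaged fields per well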
b-catenin transl cell count 5 µM = second read-out of b-catenin transl, no call of its own (marks repeat the call); cell count; measured here: cell count, cytotoxicity flag
T cell modulator vesicle-bound % = also measured in T cell modulator; calls as there; double positive events, %; measured here: CD8+ vesicle-bound cell fraction;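 binding gate set so that unloaded-vesicle control wells show 10% double positive cells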
MT stabilizer Hoechst-high % = second read-out of MT stabilizer, no call of its own (marks repeat the call); % Hoechst-high responders; measured here: nuclear condensation Hoechst responders;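 share of cells brighter than vehicle mean plus two SD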
MT stabilizer cytotoxicity % = also measured in MT stabilizer; calls as there; toxicity, %; measured here: cytotoxicity by cell density;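 0% = mean cell density of plate MIN control wells and 100% = no cells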
Autophagy HCS cell loss 18 h = second read-out of Autophagy HCS, no call of its own (marks repeat the call); toxicity, %; measured here: cell loss, nuclei count;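 cell loss after 18 h compound exposure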
Myeloid diff MLP GFP+ MAC1+ % = second read-out of Myeloid diff MLP, no call of its own (marks repeat the call); GFP+ MAC1+ double positive, %; measured here: differentiation confirmed by MAC1 staining
An asterisk follows results filed as active; i = inactive; · = no result given.

1. CC(C)(C)NC(=O)NC(=O)CN1CCN(c2ccccc2)CC1
2. CCOC(=O)c1cccc(NC(=O)COC)c1
3. Cc1nn(-c2ccccc2)c(Cl)c1/C=C1\SC(=S)N(C)C1=O
4. COc1ccc(CN2CCCC(C(=O)Nc3cccc(-n4cccn4)c3)C2)cc1 (stereo unspecified)
5. Cc1nc(NC(=S)NC(=O)c2ccco2)sc1C(=O)N(C)C
6. O=C(O)C1C2C=CC3(CN(CC(O)COc4ccccc4)C(=O)C13)O2 (stereo unspecified)
7. CC(SC1=NCCN1S(=O)(=O)c1ccccc1)c1ccccc1 (stereo unspecified)
8. Oc1ccc2ccccc2c1C1Nc2cccc3cccc(c23)N1
9. CCCc1cc(-c2nc(-c3ccc(Cl)cc3)cs2)ccn1
10. COc1ccc([C@H]2[C@H](C(=O)C(C)(C)C)N3N=Cc4ccccc4C3C23C(=O)OC(C)(C)OC3=O)cc1 (stereo partly specified)
entry no.,1,2,3,4,5,6,7,8,9,10
Ins promoter up,0.11,·,0.7,·,·,·,·,-0.05,1,-0.07
Ins promoter up cell count,1183,·,1134,·,·,·,·,959,1347,1209
Hep lipid drop,5,5,17,-7,6,·,-18,1,·,-7
Hep lipid drop cells 6.5 µM,724,811,724,685,871,·,662,768,·,662
WT yeast gro inh,-1,1,-7,·,·,5,·,22,78*,11
WT yeast gro inh mutant strain,10,-6,-10,·,·,6,·,22,55*,0
MT stabilizer,3.0,1.8,3.1,·,·,2.1,·,2.6,2.9,0.6
MT stabilizer Hoechst-high %,2.5,1.8,3.1,·,·,3.4,·,1.4,1.6,1.5
MT stabilizer cytotoxicity %,8.1,3.5,11,·,·,7.4,·,5.7,4.6,5.3
b-catenin transl,-0.2,·,-1.8,·,·,-2.3,·,-2.7,0.6,-0.1
b-catenin transl cell count 5 µM,1107,·,589,·,·,913,·,1243,1427,928
Myeloid diff MLP,i,i,i,i,i,i,i,i,i,i
Myeloid diff MLP GFP+ MAC1+ %,0.4,0.8,0.8,0.4,0.7,1.5,0.4,0.5,0.6,0.4
T cell modulator,i,i,i,i,i,i,i,i,i,i
T cell modulator vesicle-bound %,38,38,38,19,11,16,19,22,33,50
Autophagy HCS,i,i,i,·,·,i,·,i,i,i
Autophagy HCS cell loss 18 h,-4,-11,-8,·,·,-6,·,-12,-19,8
West Nile virus CPE,-0.8%,-0.2%,0.5%,-0.5%,-0.2%,0.2%,-1.1%,·,-0.5%,1.3%

11. Cc1ccc(-n2nc(C)c(Sc3ccccc3[N+](=O)[O-])c2N)cc1
12. C/C(=N\NC(=O)Cc1cccn1C)c1cccs1
13. CC(NC(=O)c1cc(=O)[nH]c2ccccc12)c1ccc(F)cc1F (stereo unspecified)
14. CC1CCCC(NC(=O)CSC2CCCCC2)C1C (stereo unspecified)
15. CCOc1ccc(C(=O)N(Cc2ccccc2)c2cccc(C)c2)cc1OC
16. Cc1nc(-c2ccc(S(=O)(=O)N3CCN(c4ccccc4)CC3)cc2)co1
17. CC1CC(C)(C)NC(=S)N1CCCC(=O)Nc1ccc(Br)cc1 (stereo unspecified)
18. COCc1cc(C2C(C(=O)c3ccco3)=C(O)C(=O)N2CCOCCO)ccc1O (stereo unspecified)
19. COc1ccc(C)cc1N(C(=O)c1snc(C(N)=O)c1N)C(C(=O)NC1CCCC1)c1ccc(F)cc1 (stereo unspecified)
20. CC1COC2C(O1)N(S(C)(=O)=O)CCN2S(C)(=O)=O (stereo unspecified)
entry no.,11,12,13,14,15,16,17,18,19,20
Ins promoter up,-0.2,0.33,·,-0.63,·,·,-1.7,0.25,·,1
Ins promoter up cell count,1430,1295,·,1324,·,·,1006,1593,·,1057
Hep lipid drop,2,-2,3,0,-8,-7,-10,·,6,·
Hep lipid drop cells 6.5 µM,657,636,817,659,661,697,670,·,761,·
WT yeast gro inh,53,-10,·,-6,·,·,12,-18,·,11
WT yeast gro inh mutant strain,49,-13,·,1,·,·,25,-38,·,12
MT stabilizer,2.5,3.9,·,3.0,·,·,2.0,4.6,·,4.2
MT stabilizer Hoechst-high %,2.7,3.6,·,3.8,·,·,2.1,1.0,·,4.0
MT stabilizer cytotoxicity %,3.4,12,·,3.8,·,·,6.2,5.6,·,3.2
b-catenin transl,·,-3.7,·,-2.1,·,·,4.6,-2.8,·,1.6
b-catenin transl cell count 5 µM,·,538,·,1099,·,·,912,1476,·,742
Myeloid diff MLP,i,i,i,i,i,i,i,i,i,i
Myeloid diff MLP GFP+ MAC1+ %,0.6,0.8,2.5,1.3,1.2,0.7,0.6,0.5,0.5,1.0
T cell modulator,i,i,i,i,i,i,i,i,i,i
T cell modulator vesicle-bound %,66,28,29,20,67,26,37,60,46,38
Autophagy HCS,i,i,·,i,·,·,i,i,·,i
Autophagy HCS cell loss 18 h,-3,1,·,6,·,·,6,7,·,-10
West Nile virus CPE,-1.4%,-0.1%,-0.5%,-1.0%,-0.8%,-0.1%,-0.6%,0.8%,-0.5%,0.0%

21. COc1ccc(NC(=O)CN2CCN(CC(=O)Nc3ccc(OC)c(OC)c3)CC2)cc1
22. O=C(CCc1nnc(Cc2ccc3c(c2)OCO3)o1)NCCc1ccccc1Cl
23. COc1ccc(OC)c(N(CC(=O)Nc2ccc3c(c2)OCCO3)S(C)(=O)=O)c1
24. CC(C)(C)NC(=O)C(c1ccco1)N(Cc1ccc2c(c1)OCO2)C(=O)c1snc(C(N)=O)c1N (stereo unspecified)
25. COc1ccc(C(=O)C2CCCN(S(=O)(=O)C(C)C)C2)c(C)c1 (stereo unspecified)
26. O=C(c1ccc2nc(Cc3cccc(Cl)c3)oc2c1)N1CCOCC1
27. COc1cc(/C=C(\C#N)c2nc3ccccc3[nH]2)cc(OC)c1O
28. Cc1cc(C)c(S(=O)(=O)N2CCOC2CNC(=O)C(=O)NCc2ccco2)c(C)c1 (stereo unspecified)
29. CCN(CC)CCN(Cc1cc2cc(C)cc(C)c2[nH]c1=O)C(=S)NCc1ccco1
30. Cc1ccc(/C=C2\Oc3c(ccc(O)c3CN3CCN(CCO)CC3)C2=O)cc1
31. COC(=O)[C@@H]1C[C@@H]2CC[C@@H](O)C[C@@H]2N1Cc1ccc(C(F)(F)F)cc1
32. CCN(CC)CCOc1ccc(Br)cc1
entry no.,21,22,23,24,25,26,27,28,29,30,31,32
Ins promoter up,-0.35,·,0.04,·,·,·,-0.25,0.09,·,-0.14,0.4,-0.32
Ins promoter up cell count,1244,·,1111,·,·,·,1315,1278,·,1033,738,1178
Hep lipid drop,-2,-9,·,-1,-10,-19,17,-20,-7,8,26,1
Hep lipid drop cells 6.5 µM,786,596,·,701,635,682,749,728,631,705,711,714
WT yeast gro inh,2,·,10,·,-5,·,3,-3,2,-6,·,9
WT yeast gro inh mutant strain,6,·,11,·,-3,·,1,-14,-3,-22,·,-5
MT stabilizer,2.8,·,4.0,·,1.3,·,1.9,1.6,2.9,2.6,·,4.3
MT stabilizer Hoechst-high %,2.7,·,2.3,·,2.1,·,1.8,2.9,2.4,1.6,·,1.7
MT stabilizer cytotoxicity %,9.3,·,4.0,·,9.0,·,5.4,7.3,10,7.5,·,11
b-catenin transl,-0.1,·,-1.0,·,-2.5,·,1.0,-3.2,-0.8,1.8,-1.2,-1.8
b-catenin transl cell count 5 µM,1036,·,1305,·,1027,·,1497,569,1076,1198,1403,1188
Myeloid diff MLP,i,i,i,i,i,i,i,i,i,i,i,i
Myeloid diff MLP GFP+ MAC1+ %,0.5,1.4,0.9,0.9,0.3,3.8,0.7,5.6,1.2,0.7,0.5,1.0
T cell modulator,i,i,i,i,i,i,i,i,i,i,i,i
T cell modulator vesicle-bound %,42,60,46,41,22,34,38,18,15,61,6,23
Autophagy HCS,i,·,i,·,i,·,i,i,i,i,·,i
Autophagy HCS cell loss 18 h,-5,·,-6,·,3,·,-3,18,-11,-2,·,-11
West Nile virus CPE,-0.1%,-0.2%,-0.1%,0.4%,-0.4%,-0.3%,0.8%,-0.1%,-1.6%,-0.5%,-0.1%,0.2%

By substructure: the entries above containing fluorine (3)
13. CC(NC(=O)c1cc(=O)[nH]c2ccccc12)c1ccc(F)cc1F (stereo unspecified)
19. COc1ccc(C)cc1N(C(=O)c1snc(C(N)=O)c1N)C(C(=O)NC1CCCC1)c1ccc(F)cc1 (stereo unspecified)
31. COC(=O)[C@@H]1C[C@@H]2CC[C@@H](O)C[C@@H]2N1Cc1ccc(C(F)(F)F)cc1
entry no.,13,19,31
Ins promoter up,·,·,0.4
Ins promoter up cell count,·,·,738
Hep lipid drop,3,6,26
Hep lipid drop cells 6.5 µM,817,761,711
WT yeast gro inh,·,·,·
WT yeast gro inh mutant strain,·,·,·
MT stabilizer,·,·,·
MT stabilizer Hoechst-high %,·,·,·
MT stabilizer cytotoxicity %,·,·,·
b-catenin transl,·,·,-1.2
b-catenin transl cell count 5 µM,·,·,1403
Myeloid diff MLP,i,i,i
Myeloid diff MLP GFP+ MAC1+ %,2.5,0.5,0.5
T cell modulator,i,i,i
T cell modulator vesicle-bound %,29,46,6
Autophagy HCS,·,·,·
Autophagy HCS cell loss 18 h,·,·,·
West Nile virus CPE,-0.5%,-0.5%,-0.1%
